PHOSPHO1 block: PHOSPHO1 (human) inhibition; 290,000 tested, 1.1% active; inhibition, % at 13.3 µM; recombinant PHOSPHO1, absorbance phosphatase assay; in the data active = inhibition above about 60%
GPR7 antagonist: human neuropeptides B/W receptor 1 antagonism. GPR7-expressing cells, fluorescence antagonist assay. P48145. inhibition, % at 4.4 µM. 290,000 tested, 1.1% active; in the data active = inhibition above about 16%, passing the limit was not always enough;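 also: cells stimulated with the agonist NPW; 0% = agonist with vehicle and 100% = vehicle without agonist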
Target sequence (P48145 whole entry, looked up): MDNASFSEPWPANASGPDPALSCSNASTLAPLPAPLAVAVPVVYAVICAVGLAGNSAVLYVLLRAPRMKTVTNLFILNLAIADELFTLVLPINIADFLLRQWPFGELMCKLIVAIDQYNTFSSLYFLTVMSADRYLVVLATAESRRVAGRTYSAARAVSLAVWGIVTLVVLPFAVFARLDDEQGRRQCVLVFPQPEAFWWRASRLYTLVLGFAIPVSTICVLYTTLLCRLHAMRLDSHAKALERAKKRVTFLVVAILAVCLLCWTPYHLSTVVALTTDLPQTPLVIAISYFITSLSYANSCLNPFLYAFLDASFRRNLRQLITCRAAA
HCV NS3 hel inh: blocks Hepatitis C virus NS3 helicase unwinding | inhibition, % at 10.9 µM | 290,000 tested, 0.56% active | NS3 helicase DNA unwinding, Cy5 molecular beacon fluorescence;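 active = inhibition above the mean of all tested compounds plus 3 SD, set per campaign, cut at about 35% in these data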;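 also: 0% = DMSO wells and 100% = thioflavine S control wells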
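assay system = NS3 helicase fragment of HCV | buffer or medium = MOPS pH 6.5, MgCl2, DTT, Tween20, BSA | timing = 60 min unwinding reaction at 25 °C after ATP addition | signal = Cy5 beacon fluorescence read at start and 1 h | read-out basis = % inhibition of unwinding | control set = low DMSO, high thioflavine S at 110 µM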
OXTR agonist: activates the human oxytocin receptor | CHO-OTR cells, Fluo-8 calcium fluorescence; normalized: DMSO 0%, oxytocin 100% | P30559 | 320,000 tested, 0.32% active | activation, % at 3 µM;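 active = activation above the mean of all tested compounds plus 3 SD, cutoff set per screening run, cut at about 20% in these data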;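 also: peak over basal fluorescence ratio from a 100 s FLIPR kinetic read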
Target sequence (P30559 whole entry, looked up): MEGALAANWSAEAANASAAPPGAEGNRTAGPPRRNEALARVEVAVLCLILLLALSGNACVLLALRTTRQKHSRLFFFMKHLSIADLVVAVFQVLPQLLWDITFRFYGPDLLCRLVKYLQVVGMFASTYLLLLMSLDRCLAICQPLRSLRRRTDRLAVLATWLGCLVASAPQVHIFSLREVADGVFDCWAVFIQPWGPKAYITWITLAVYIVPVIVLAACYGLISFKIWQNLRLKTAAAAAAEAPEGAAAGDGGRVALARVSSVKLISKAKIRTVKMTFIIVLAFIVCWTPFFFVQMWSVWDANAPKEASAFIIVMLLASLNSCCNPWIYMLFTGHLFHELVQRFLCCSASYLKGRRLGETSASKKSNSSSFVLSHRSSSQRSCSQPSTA
GalR3 antag: antagonists of human GalR3; O60755; HEK293 GalR3-CNG cAMP membrane potential fluorescence; galR3 body fused to GalR1 C-terminus; inhibition, % at 3 µM; 360,000 tested, 0.44% active; AID 651719;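 active = inhibition above the screen-wide average plus 3 SD, cut at about 13% in these data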;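 also: forskolin and galanin both at EC90 stimulate the cells; cAMP rise reported by CNG channel membrane potential dye signal; 0% = forskolin plus galanin with DMSO and 100% = forskolin alone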
Target sequence (O60755 1-299 limits assumed): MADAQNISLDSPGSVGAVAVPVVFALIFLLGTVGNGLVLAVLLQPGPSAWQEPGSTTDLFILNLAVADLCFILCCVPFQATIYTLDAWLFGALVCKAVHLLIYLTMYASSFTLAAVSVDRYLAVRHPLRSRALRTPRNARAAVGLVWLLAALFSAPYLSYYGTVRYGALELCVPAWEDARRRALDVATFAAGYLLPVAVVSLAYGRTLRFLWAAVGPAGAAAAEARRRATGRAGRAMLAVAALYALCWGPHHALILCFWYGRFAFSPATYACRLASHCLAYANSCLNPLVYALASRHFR
VIM-2 inh: blocks Pseudomonas aeruginosa VIM-2 metallo-beta-lactamase. purified VIM-2, nitrocefin hydrolysis, epi-absorbance fluorescence. inhibition, % at 5.6 µM. 290,000 tested, 0.89% active. AID 1527;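 active = inhibition above the mean of all tested compounds plus 3 SD, cutoff set per screening run, cut at about 7.5% in these data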;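 also: red hydrolysis product quenches plate fluorescence so inhibitors raise well fluorescence; 0% = enzyme with DMSO and 100% = DMSO without enzyme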
DNA FID counter: counter-screen for HCV NS3 helicase inhibitors: DNA intercalator displacement. DNA fluorescent intercalator displacement, fluorescence. inhibition, % at 7.9 µM. 290,000 tested, 0.17% active; in the data active = inhibition above about 37%;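 also: 0% = vehicle and 100% = reference compound; higher means more ethidium bromide displaced from hairpin DNA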
IMP-1 inhibitor: inhibitors of Pseudomonas aeruginosa IMP-1 metallo-beta-lactamase | purified IMP-1, nitrocefin hydrolysis, epi-absorbance fluorescence | inhibition, % at 5.6 µM | 290,000 tested, 0.45% active;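 active = inhibition above the mean plus 3 SD of all compounds in the same screening run, cut at about 4.5% in these data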;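 also: 0% = IMP-1 with DMSO and 100% = DMSO wells lacking enzyme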
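Test system: recombinant IMP-1 enzyme, purified / Medium: HEPES buffer pH 7.1 with ZnSO4 and Brij 35 / Doses: single dose, 5.6 µM / Times: 25 °C, 15 min preincubation, 25 min reaction / Detection: Epi-absorbance via hydrolysed-nitrocefin quenching of white-plate fluorescence, 480/530 nm, EDTA stop / Evaluation: percent inhibition from optical density relative to buffer-blank wells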
V1aR counter: V1a receptor agonism, counter-screen for OXTR agonists. activation, % at 3 µM. AID 2797. CHO-V1R cells, Fluo-8 calcium fluorescence, agonist mode; 0% DMSO, 100% 3 nM vasopressin. 320,000 tested, 0.25% active;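 active = activation above the mean activation of all tested compounds plus 3 SD, per screening run, cut at about 20% in these data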;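 also: signal is peak over basal fluorescence ratio across a 100 second FLIPR read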
* = called active by the depositor; . = no result given.

SMILES	PHOSPHO1 block	GPR7 antagonist	HCV NS3 hel inh	OXTR agonist	GalR3 antag	VIM-2 inh	DNA FID counter	IMP-1 inhibitor	V1aR counter
CC(C)(C)Nc1c([N+](=O)[O-])c(=O)sc2ccccc12	6	-16	3	0.0	-8	-3.1	3	-4.2	0.9
Cc1ccc(OCc2cc(C(=O)N(C)CCc3ccccc3)no2)cc1C	51	-6	1	1.7	-5	-0.1	-30	-1.3	1.2
COc1ccc2[nH]c3c(NCc4ccco4)ncnc3c2c1	13	-8	3	6.3	.	-4.5	14	-1.1	4.2
Cc1c(S(=O)(=O)N2CCc3ccccc3C2)c(=O)n(C)c(=O)n1C	5	-14	3	-0.7	.	-2.6	-6	-1.1	-0.6
COc1cc(OC)cc(C(=O)NC(=S)Nc2nnn(C)n2)c1	22	-14	-2	0.4	-4	-1.8	-5	-4.4	0.2
Cc1cc(C(=O)NNC(=S)NC(=O)/C=C/c2ccccc2Cl)n[nH]1	94*	-1	6	0.5	-8	-0.1	-10	-2.3	-0.2
N#Cc1ccccc1NC(=O)CSc1nnc(-c2ccc(F)cc2)n1-c1ccccc1	29	5	-2	.	0	-3.9	-34	-3.3	.
COc1ccc(CNC(=O)C2CCN(S(=O)(=O)c3ccc4c(c3)CC(C)N4C(=O)C3CC3)CC2)cc1 (stereo not given)	37	-7	-8	0.5	0	-1.9	-50	-1.9	5.6
COc1ccc(-c2nn(-c3ccccc3)cc2/C=N/n2cnnc2)cc1OC	14	1	22	-0.4	-2	1.1	-13	0.7	0.9
CCOc1ccc(-c2csc(N)c2C(=O)OC)cc1	62*	10	15	-1.2	-5	-3.9	-12	-0.4	0.3
COc1cc(SC)ccc1C(=O)Nc1cccc(C)n1	-12	1	4	-2.6	2	-3.3	-5	-3.1	-1.1
COc1ccc(N2C(=O)CS/C2=N\C(=S)Nc2ccccc2)cc1	-17	-7	-9	-1.3	-5	0.4	-7	-1.4	-0.4
Cc1nn(C)c(C)c1S(=O)(=O)N1CCC(C(=O)NCCC2=CCCCC2)CC1	7	7	-5	0.2	-1	-0.4	-23	2.5	0.6
CCOC(=O)c1c(C)[nH]c(C(=O)COC(=O)CN2C(=O)C3CCCCC3C2=O)c1C (stereo not given)	12	7	7	4.2	-4	-0.7	-31	-1.9	4.4
COc1cc(C#N)ccc1OCC(=O)N1CCc2ccccc2C1	0	1	-3	0.3	-3	-1.6	-16	-3.6	-0.6
CCCCC(=O)NCCc1ccc(OC)cc1	-6	3	5	0.3	0	-1.6	2	1.1	1.8
O/N=C/c1cn(-c2ccccc2)nc1-c1ccc2c(c1)OCCO2	12	5	-12	-0.8	-5	-3.5	-8	-1.2	-0.5
CCc1nnc(NC(=O)c2ccc3c(=O)n4c(nc3c2)CCCCC4)s1	37	-15	-4	0.2	1	-2.8	-21	-3.5	1.1
COc1ccc2c(c1OC)C(=O)N(c1cccc(/C=C/C(=O)O)c1)C2	28	1	-11	0.5	-6	-1.7	-18	-1.7	0.6
O=C(COC(=O)CC1c2ccccc2CCN1S(=O)(=O)c1ccc(F)cc1)Nc1ccccc1 (stereo not given)	3	2	0	-2.3	-9	-2.0	-23	-2.8	0.1
C/C(=N\NC(=O)c1cc(C(C)C)[nH]n1)c1ccco1	-26	-1	13	0.6	-2	-3.1	-1	-6.0	0.0
CCCc1nc2sc3c(c2c(=O)n1NC(=O)CCC(=O)O)CCCC3	0	2	6	1.3	.	-0.4	-11	-1.8	0.2
CCOC(=O)CSC1=C(C#N)C(C)C2=C(CCCC2=O)N1 (stereo not given)	15	-10	1	-1.8	0	-4.5	-6	-1.0	-1.1
CC(C)(C)NS(=O)(=O)c1ccc(CCC(=O)N2CCOCC2)cc1	-16	1	0	0.1	-7	0.4	-7	-2.4	0.5
CC(C)CCN1CCN(Cc2ccc(N3CCNC3=O)cc2)CC1CCO (stereo not given)	48	-17	5	0.4	3	-1.6	-2	-1.1	0.8

Structures listed so far with a tert-butyl group:
SMILES	PHOSPHO1 block	GPR7 antagonist	HCV NS3 hel inh	OXTR agonist	GalR3 antag	VIM-2 inh	DNA FID counter	IMP-1 inhibitor	V1aR counter
CC(C)(C)Nc1c([N+](=O)[O-])c(=O)sc2ccccc12	6	-16	3	0.0	-8	-3.1	3	-4.2	0.9
CC(C)(C)NS(=O)(=O)c1ccc(CCC(=O)N2CCOCC2)cc1	-16	1	0	0.1	-7	0.4	-7	-2.4	0.5

(next part)
SMILES	PHOSPHO1 block	GPR7 antagonist	HCV NS3 hel inh	OXTR agonist	GalR3 antag	VIM-2 inh	DNA FID counter	IMP-1 inhibitor	V1aR counter
O=c1cc(-c2ccc(Cl)cc2)oc(=O)[nH]1	13	-1	2	0.1	-4	-2.2	0	-2.5	1.2
O=c1c2ccccc2n(Cc2ccc(F)cc2)c(=O)n1C1CCCC1	3	-14	-1	-2.0	-2	1.7	-4	-0.6	0.0
Cc1ccccc1NC(=O)c1ccno1	32	-7	7	0.8	-6	-0.6	-3	-2.6	0.5
O=C(CCc1ccccc1)Nc1ccc(N2CCOCC2)cc1	11	-1	0	-0.4	-3	-2.0	-2	-2.2	1.2
CC(C)N(CCNC(=O)c1ccc(NC2=NC3CS(=O)(=O)CC3S2)cc1)Cc1ccco1 (stereo not given)	12	-1	4	0.9	.	-2.8	-7	-5.8	-0.2
O=C1CCCCC1S(=O)(=O)c1ccccc1 (stereo not given)	2	-5	11	0.9	-8	1.1	0	0.2	0.7
Cc1cc(O)c(-c2n[nH]c3c2C(c2cccc(O)c2)N(Cc2cccnc2)C3=O)cc1Cl (stereo not given)	-34	-14	0	-0.5	0	-5.1	-9	-1.6	-0.7
OCCN=C1CCCc2c1[nH]c1ccc(Cl)cc21	-17	-4	-6	-3.2	-3	-0.5	-4	-1.4	-0.8
CNc1nc(N/N=C/c2cc3c(cc2[N+](=O)[O-])OCO3)nc(Nc2ccccc2)n1	-12	-12	-84	-2.6	-5	-5.5	-10	-3.3	-1.1
Cc1ccc(NC(=O)N2CCCCC2)cc1[N+](=O)[O-]	-13	-10	0	0.9	-8	-2.1	0	-2.0	4.3
COC(=O)c1ccccc1-c1ccc(C(c2c(C)[nH][nH]c2=O)c2c(C)[nH][nH]c2=O)o1	-8	5	5	1.2	3	1.5	-12	-3.0	0.2
CCOc1ccc(Nc2ncnc3c2nnn3Cc2ccccc2)cc1	60*	1	-6	-2.4	-11	-1.1	-19	-1.1	0.8
CCn1c(SCC(=O)OCC(=O)N2c3ccccc3NC(=O)C2(C)C)nnc1-c1ccco1	14	-9	12	0.2	-3	-1.9	-26	-4.0	0.7
COc1ccc(-c2oc3ccccc3c2C(=O)OCc2ccccc2OC)cc1	-2	-7	-16	2.6	-4	0.7	-10	-1.7	2.4
COc1ccc(NC(=O)Nc2ccc3c(c2)CCC3)c(OC)c1	-1	-6	-7	-1.9	-7	0.5	-5	0.1	-1.4
COC(=O)C(C)n1cnc2c(nnn2-c2ccccc2)c1=O (stereo not given)	20	-7	-2	0.8	.	-0.7	-6	-4.0	0.7
COc1cc(-c2nnc(NC(=O)c3ccc(S(=O)(=O)N4CCOCC4)cc3)o2)cc(OC)c1OC	11	-20	-2	-0.7	-5	-2.3	-5	-3.8	0.7
CCCCCCCCSc1nnc2[nH]c(=O)cc(N)n12	-1	-12	4	-0.4	-2	-6.8	-12	-2.9	1.4
O=C(/C=C/c1ccccc1Cl)Nn1cnc2ccccc2c1=O	-15	2	-4	0.2	-1	-5.1	-2	-2.5	0.2
O=C(Nc1ncc2c(n1)-c1ccccc1CC2)c1ccc(Cl)cc1	-30	-10	-9	-1.9	-3	-5.6	-8	24*	-1.2
CC1CCC2(CC1)NC(=O)N(CC(=O)N1CCc3ccccc3C1)C2=O (stereo not given)	16	-10	8	-0.7	-5	-3.6	-8	-1.7	-0.4
C/C(=C/c1ccccc1)C(=O)N1CCC(C)CC1	-16	-9	8	-1.1	-7	-0.6	-20	-2.3	-0.2
O=C(CC(Nc1cccc(Cl)c1Cl)C(=O)O)c1ccccc1 (stereo not given)	50	-6	14	0.5	-7	-5.3	1	-4.2	-0.3
CC(C(=O)N1CCN(c2ccc([N+](=O)[O-])cc2)CC1)N1C(=O)C2CC=CCC2C1=O (stereo not given)	15	-3	-5	0.1	-5	-1.6	-14	-0.2	0.8
CCOC(=O)C1C(=O)NC(N2CCN(Cc3ccccc3)CC2)=NC1c1ccccc1 (stereo not given)	25	-5	0	-0.9	-7	-1.7	-16	-1.1	0.3

Two entries from above, reformatted:
Value order – PHOSPHO1 block, GPR7 antagonist, HCV NS3 hel inh, OXTR agonist, GalR3 antag, VIM-2 inh, DNA FID counter, IMP-1 inhibitor, V1aR counter
- CC(C)N(CCNC(=O)c1ccc(NC2=NC3CS(=O)(=O)CC3S2)cc1)Cc1ccco1 (stereo not given)
  12, -1, 4, 0.9, ., -2.8, -7, -5.8, -0.2
- O=C1CCCCC1S(=O)(=O)c1ccccc1 (stereo not given)
  2, -5, 11, 0.9, -8, 1.1, 0, 0.2, 0.7

(list continues)
SMILES	PHOSPHO1 block	GPR7 antagonist	HCV NS3 hel inh	OXTR agonist	GalR3 antag	VIM-2 inh	DNA FID counter	IMP-1 inhibitor	V1aR counter
CCc1nnc(NC(=O)CSc2nnc(CNc3ccc(OC)cc3)n2CC)s1	19	1	-6	-1.4	1	-2.2	-24	-2.9	0.5
C=CCn1c(SCC(=O)c2cc(C)n(CCOC)c2C)nc2sc(C)c(C)c2c1=O	44	2	4	-0.6	-1	-4.0	-4	-3.5	-0.8
Cn1c(CNC(=O)CCNC(=O)c2cccc(Br)c2)cc(=O)n(C)c1=O	37	-9	18	0.3	2	-2.5	-16	-1.1	-0.1
Cc1ccccc1CNC(=O)C1CCC(=O)N(Cc2cccc(F)c2)C1 (stereo not given)	22	-2	-2	1.0	-7	-2.4	-21	-4.3	0.7
O=C(Nc1ccccc1-c1ccccc1)c1ccc(NC(=O)c2ccco2)cc1	12	6	16	-0.2	-2	-0.6	-1	-1.1	1.8
CCOc1ccccc1-n1c(=S)sc2c(=O)n(-c3ccc(C)cc3)c(=S)[nH]c21	10	-7	10	1.4	1	-4.4	-34	-2.6	1.8
Cc1ccc(NC(=O)Cn2nc(C)c([N+](=O)[O-])c2C)cc1Cl	29	-1	-3	.	-3	-1.1	3	-1.2	.
CCOc1ccccc1/C=C/c1onc(C)c1S(=O)(=O)N1CCC(C(=O)N(CC)CC)CC1	-25	-3	-13	0.4	4	-0.2	-55	1.9	2.3
O=[N+]([O-])c1cnccc1Nc1ccc(F)cc1	-3	-12	2	0.3	-1	-0.3	-2	-0.6	0.2
CC(=O)Nc1ccc(C(=O)Nc2ccc(S(=O)(=O)N3CCCC3)cc2)cc1	1	3	2	-0.3	3	-1.0	-5	-3.3	-0.1
Cc1ccc(NC(=O)Nc2nc3ccccc3s2)cc1NC(=O)Nc1nc2ccccc2s1	16	7	-5	-0.2	-12	0.1	-4	-2.0	-0.7
Cc1ccc([N+](=O)[O-])cc1N(CC(=O)N1CCCCC1)S(C)(=O)=O	47	-8	7	0.3	-4	-2.4	2	-1.2	-0.1
COc1ccc(CC(NC(=O)c2ccccc2)C(=O)NCC(=O)O)cc1 (stereo not given)	4	-18	-1	0.3	.	-3.3	3	-4.2	1.0
CS(=O)(=O)N(CC(=O)NCc1ccc2c(c1)OCO2)C1CCCCC1	37	-8	2	0.3	-5	-2.3	-6	-1.5	0.6
